Compound activity as filed in PubChem.
Fh CTSL1 inh: Fasciola hepatica cathepsin L1 inhibitors, primary screen, counter-screen for PFM18AAP inhibitor project, biochemical, QFRET, fluorogenic peptide substrate; recombinant F. hepatica cathepsin L1, Z-Leu-Arg-MCA fluorescence; inhibition, % at 5.96 µM; actives 0.49% (n = 300,000);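 active = inhibition above the mean of all tested compounds plus 3 SD, set per screening campaign, cut at about 17% in these data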;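 also: 0% = plate median of test compound wells and 100% = 1 µM Z-Phe-Ala-diazomethylketone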
PREPL inhibitor: PREPL enzyme inhibitors, primary screen, biochemical, fluorescence polarization. AID 2751, 2010. Prolyl endopeptidase-like (Homo sapiens), Q4J6C6. recombinant PREPL, fluorescence polarization activity-based probe. inhibition, % at 5.96 µM. actives 0.68% (n = 320,000); in the data active = inhibition above about 43%;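 also: 0% = enzyme with DMSO and 100% = wells lacking enzyme; many of its hits are not listed in these tables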
Target sequence (Q4J6C6 whole entry, looked up): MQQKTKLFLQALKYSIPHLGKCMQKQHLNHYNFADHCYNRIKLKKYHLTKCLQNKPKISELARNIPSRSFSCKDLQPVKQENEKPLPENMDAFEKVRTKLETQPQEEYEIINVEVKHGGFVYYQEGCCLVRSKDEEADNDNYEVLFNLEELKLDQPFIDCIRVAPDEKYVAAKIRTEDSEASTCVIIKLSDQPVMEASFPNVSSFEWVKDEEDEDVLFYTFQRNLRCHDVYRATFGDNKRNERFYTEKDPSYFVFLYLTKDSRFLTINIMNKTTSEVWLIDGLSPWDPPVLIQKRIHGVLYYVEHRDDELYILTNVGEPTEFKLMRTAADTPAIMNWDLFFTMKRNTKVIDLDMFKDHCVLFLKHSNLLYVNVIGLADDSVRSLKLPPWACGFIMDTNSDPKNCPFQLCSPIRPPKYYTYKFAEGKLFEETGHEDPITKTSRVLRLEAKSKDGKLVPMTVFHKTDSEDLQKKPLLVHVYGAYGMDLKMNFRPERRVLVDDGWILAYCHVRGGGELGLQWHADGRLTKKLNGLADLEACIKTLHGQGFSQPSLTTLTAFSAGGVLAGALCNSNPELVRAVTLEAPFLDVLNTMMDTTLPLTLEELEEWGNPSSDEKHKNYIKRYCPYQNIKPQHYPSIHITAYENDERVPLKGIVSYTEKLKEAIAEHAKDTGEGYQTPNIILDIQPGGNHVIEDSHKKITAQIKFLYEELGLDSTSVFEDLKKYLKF
PP5 inh: PP5 phosphatase inhibitors, primary screen, biochemical, fluorescence; AID 1987, 2009; purified PP5c, OMFP substrate fluorescence; inhibition, % at 6.7 µM; actives 0.18% (n = 320,000);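 active = inhibition above the campaign's mean inhibition across all tested compounds plus 3 SD, cut at about 9.5% in these data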;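 also: 0% = DMSO only and 100% = 100 µM cantharidin control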
PP1 counter: PP1-alpha phosphatase inhibitors, primary screen, counter-screen for PP5 inhibitor project, biochemical, fluorescence, OMFP substrate, single point; inhibition, % at 6.7 µM; actives 0.9% (n = 320,000); Serine/threonine-protein phosphatase PP1-alpha catalytic subunit (Homo sapiens), P62136; AID 2235, 2010; purified PP1alpha;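 active = inhibition above the mean inhibition of all tested compounds plus 3 SD, computed separately for each screening campaign, cut at about 15% in these data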
EBNA-1 inhibitor: EBNA-1 DNA-binding inhibitors, primary screen, biochemical, fluorescence polarization; inhibition, % at 14.8 µM; actives 0.34% (n = 300,000); in the data active = inhibition above about 28%
TPT1 inh: Candida albicans TPT1 enzyme inhibitors, primary screen, biochemical, fluorescence polarization | tRNA 2'-phosphotransferase TPT1 (Candida albicans SC5314) | recombinant caTPT1, FP RNA substrate dephosphorylation | inhibition, % at 5 µM | actives 0.81% (n = 300,000);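 active = inhibition above the mean of all tested compounds plus 3 SD, set per screening campaign, cut at about 24% in these data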;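 also: plate controls were DMSO alone for no effect and ferristatin control at 100 nM for full effect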
Efflux pump mplx: inhibitors of Candida efflux pumps in yeast, primary screen, S. cerevisiae, Nile Red, multiplex. S. cerevisiae Candida pump triplex. inhibition, % at 10 µM. actives 0.44% (n = 330,000);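 active = plate passing quality check with inhibition over a set limit, or well fluorescence over plate mean plus 4 SD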;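 also: Nile Red retained in pooled yeast measured as flow cytometry median fluorescence; 0% = buffer negative control and 100% = Enniatin B positive control; higher means more Nile Red kept so more efflux inhibition; some compounds called inactive have numbers as strong as hits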
ZTA DNA inh: ZTA (EBV) inhibition in EBNA-1 counter-screen; P03206; ZTA-DNA binding, fluorescence polarization; inhibition, % at 11 µM; actives 0.15% (n = 320,000); in the data active = inhibition above about 33%
Target sequence (P03206 whole entry, looked up): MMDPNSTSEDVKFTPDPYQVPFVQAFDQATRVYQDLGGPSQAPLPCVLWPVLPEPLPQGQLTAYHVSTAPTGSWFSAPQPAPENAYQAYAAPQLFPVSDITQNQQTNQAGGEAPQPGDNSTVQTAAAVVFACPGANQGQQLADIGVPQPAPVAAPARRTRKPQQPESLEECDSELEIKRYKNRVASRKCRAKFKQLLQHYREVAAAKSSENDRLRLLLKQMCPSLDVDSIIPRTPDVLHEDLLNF
HCV core dimer: inhibitors of HCV core protein dimerization, primary screen, biochemical, TR-FRET, high-throughput | TR-FRET GST/Flag-core106 dimerization, 1536-well | inhibition, % at 5 µM | actives 0.33% (n = 300,000) | AID 1899, 2009;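 active = inhibition above the mean of all tested compounds plus 3 SD, set per screening campaign, cut at about 45% in these data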
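Material: GST/Flag-tagged HCV core106 proteins. Incubation: 4 h, 22.5 °C incubation. Read-out basis: inhibition (%) from 671 over 617 nm ratio. Measured by: TR-FRET, excitation 340 nm, emission 617 and 671 nm.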
* marks the source's active call; other numbers are inactive results; · = no result given. Some of the compounds tested (hit frequency here may not be typical).

SMILES	Efflux pump mplx	TPT1 inh	HCV core dimer	EBNA-1 inhibitor	ZTA DNA inh	PP1 counter	PP5 inh	PREPL inhibitor	Fh CTSL1 inh
Cn1nnnc1SCCNCc1ccccc1OCc1ccccc1	-0.1	-2	1	13	24	-1	0.5	-60	1
CCCOC(=O)CSC1=C(C#N)C(c2ccccc2OCC)C(C#N)C(=O)N1 (stereo not drawn)	-0.1	2	5	10	-16	2	4.0	15	-1
COc1ccc(OC)c(CNC(=O)CCC(=O)N2Cc3ccccc3Oc3ncccc32)c1	0.2	1	-2	10	0	-3	2.7	-3	-4
COc1cc(NC(=O)c2ccnc(N)c2)cc(C(=O)Nc2cccc(C(F)(F)F)c2)c1	0.1	2	11	9	0	13	1.7	-2	1
CN1CCC(N(C)S(=O)(=O)c2ccc(C(C)(C)C)cc2)CC1	0.4	3	-5	-21	0	1	0.7	5	1
CCN(CC)CCNC(=O)c1ccc2c(=O)n(C3CCCC3)c(=S)[nH]c2c1	-0.1	-4	-1	11	-13	-4	-0.1	-17	4
CCn1c(O)c(/C=C2\C=Nc3ccccc32)sc1=O	0.0	-5	-17	28*	-7	-1	0.0	-3	-1
COc1ccc(-c2cc3c(=O)n(CC(=O)NCc4ccc(C)cc4)ncn3n2)cc1	0.5	1	3	-10	4	-2	4.1	-15	-8
O=C(Cn1c(COc2ccc(Cl)cc2)nc2ccccc21)NCC(F)(F)F	0.1	2	-3	-7	1	-3	1.2	6	3
COc1ccc(C2CC(c3cc(Br)ccc3F)n3nnnc3N2)cc1 (stereo not drawn)	0.0	-7	15	8	7	2	0.7	-59	9
O=C(Nc1nnc(SCC(=O)N2CCCc3ccccc32)s1)c1cccc2ccccc12	-0.5	-1	14	2	-23	2	5.5	16	4
COc1ccc(-c2nc(-c3cccc([N+](=O)[O-])c3O)cc(=O)o2)cc1OC	-0.2	3	-13	6	-17	-1	1.0	0	-9
COCCNC(=O)Cn1cc2c(n1)CCC(C)C2 (stereo not drawn)	0.2	1	5	0	-7	-11	4.6	6	-8
COc1ccc(NC(=O)CN(C)C(=O)CN2C(=O)NC3(CCCC3)C2=O)cc1	0.0	1	1	9	-2	-6	-1.9	-3	-4
CSc1nc2ccc(NC(=O)C3=NN(c4ccccc4)C(=O)CC3)cc2s1	0.1	0	6	9	11	1	1.8	3	1
CCN(CCCn1c(SCC#N)nc2ccccc2c1=O)c1ccccc1	-0.1	-3	1	-7	0	4	2.2	29	2
Cc1cccc(C)c1NC(=O)/C(C#N)=C/c1cccs1	0.1	5	2	-2	1	-2	-1.2	-5	5
Cc1ccccc1NC(=O)CC(=O)Nc1ccccc1C	0.2	0	0	-3	-6	-2	1.3	4	0
O=C(Cn1c(=O)n(CCCCC(=O)NC2CCCC2)c(=O)c2ccccc21)NCCC1=CCCCC1	-0.1	0	3	2	11	-4	1.2	4	1
O=C(COC(=O)C1CCCN1C(=O)c1cccs1)c1ccccc1 (stereo not drawn)	0.7	-3	4	-3	-9	3	3.7	17	-8

Part of the list above in a different format:
CCN(CCCn1c(SCC#N)nc2ccccc2c1=O)c1ccccc1
- Efflux pump mplx = -0.1
- TPT1 inh = -3
- HCV core dimer = 1
- EBNA-1 inhibitor = -7
- ZTA DNA inh = 0
- PP1 counter = 4
- PP5 inh = 2.2
- PREPL inhibitor = 29
- Fh CTSL1 inh = 2
Cc1cccc(C)c1NC(=O)/C(C#N)=C/c1cccs1
- Efflux pump mplx = 0.1
- TPT1 inh = 5
- HCV core dimer = 2
- EBNA-1 inhibitor = -2
- ZTA DNA inh = 1
- PP1 counter = -2
- PP5 inh = -1.2
- PREPL inhibitor = -5
- Fh CTSL1 inh = 5

The list goes on.
SMILES	Efflux pump mplx	TPT1 inh	HCV core dimer	EBNA-1 inhibitor	ZTA DNA inh	PP1 counter	PP5 inh	PREPL inhibitor	Fh CTSL1 inh
COc1ccc(F)cc1C(=O)C1CCCN(Cc2ccc3c(c2)OCCO3)C1 (stereo not drawn)	-0.1	-3	-1	0	-5	-2	1.0	6	1
Clc1ccc2nc(-c3cccc(SC4CCCCC4)c3)c(NCc3ccccc3)n2c1	0.2	3	5	-1	11	6	-5.9	-4	1
O=C(Nc1cnn(Cc2ccc(Cl)cc2)c1)c1cccs1	0.0	-4	-1	-12	-8	5	2.2	-35	-1
CC1CN(CCc2ccccc2)C(C)C/C1=N/O (stereo not drawn)	0.0	-4	3	-6	-1	-7	0.7	-8	-7
COc1cccc2[nH]c3c(=O)n(CCCN4CCOCC4)cnc3c12	-0.1	-2	-4	2	4	-2	-1.3	-3	5
N#Cc1ccc(C(=O)OCC(=O)NC(=O)NC2CCCCC2)cc1	-0.1	·	·	·	-10	1	1.6	26	·
Cc1ccc(C(=O)NNC(=O)c2ccc(C)cc2)cc1	0.2	4	-4	6	19	-2	-0.9	-8	4
Cc1ccc(S(=O)(=O)N2CCN(C(=O)CSc3nc(N)cc(=O)[nH]3)CC2)c(C)c1	0.2	7	6	-11	-23	2	4.5	-6	0
O=C(c1ccco1)N1CCN(S(=O)(=O)Cc2ccccc2Cl)CC1	0.2	2	4	-19	-1	1	1.7	8	-5
Cn1c(C(=O)NCCc2ccsc2)cc2c(=O)n(C)c3ccccc3c21	0.3	0	1	-3	-3	-2	2.3	-11	-1
O=C(O)c1cc(-c2cccs2)nc2cc3c(cc12)OCCO3	0.0	-3	1	1	3	0	0.1	0	2
CCOC(=O)c1ccc(NCCc2ccc(OC)c(OC)c2)c(N)c1	0.0	2	-21	-6	-9	1	2.6	-14	1
CCOc1ccc(NC(=O)C(C)Oc2ccc(C#N)cc2)cc1S(=O)(=O)N1CCCC1 (stereo not drawn)	-0.2	·	·	·	9	-1	1.4	2	·
O=C(COC(=O)CNS(=O)(=O)c1ccc(Br)cc1Cl)Nc1ccc(N2CCOCC2)cc1	-0.1	1	4	-11	3	1	0.7	11	-37
C/C(=N\NC(=O)c1nn(C)c(C)c1Br)c1ccc(NC(=O)c2ccc(C)s2)cc1	0.1	3	-17	1	2	-3	-1.6	6	4
O=C(Nc1ccccc1N1CCN(C(=O)c2ccccc2)CC1)c1ccccc1Cl	0.1	2	7	-5	4	0	1.4	14	3
O=C(CN1CCC(NC(=O)Cc2ccccc2)CC1)Nc1cccc2ccccc12	-0.1	-1	2	9	-5	-6	-3.9	19	2
O=C(NNC(=S)Nc1ccc(F)c(Cl)c1)c1ccccc1Br	-0.1	-1	-1	1	-30	-1	3.8	5	1
Cc1ccc(C)c(CN2CCC(CNC(=O)Nc3ccc(C)c(F)c3)CC2)c1	-0.2	-4	-18	-10	-13	1	3.2	28	3
CC1(C)CC(NC(=O)COc2ccc([N+](=O)[O-])cc2)CC(C)(C)N1	-0.2	0	-4	3	-2	-2	0.9	19	1
CC1(C)Cc2c(sc3c2C2=NCCN2C=N3)CS1	-0.2	-2	-4	-7	-28	-3	0.1	9	0
NC(=O)[C@@H]1CCCCNc2c(F)cc([N+](=O)[O-])cc2C(=O)N[C@@H](CC(=O)O)C(=O)N[C@@H](CCC(=O)O)C(=O)N1	0.0	-2	-23	9	-22	-2	-6.9	19	9
Cc1ccc(SCC(=O)Nc2ccc(N3CCOCC3)cc2)cc1C	0.4	·	·	·	-7	1	3.9	44*	·
COc1ccc(C2=NCCc3cc(OC)c(OC)cc32)cc1	0.1	-4	0	15	3	-1	0.1	10	0
CCOC(=O)N1CCN(C(=O)CSc2ccc(-c3cccnc3)nn2)CC1	0.0	1	-3	0	9	-4	2.2	0	-2
O=C(CNS(=O)(=O)c1ccc2ccccc2c1)Nc1ccc(F)c(F)c1F	-0.2	·	·	·	15	1	1.3	-35	·
Cc1nn(-c2ccccc2)c(Oc2ccccc2)c1C=O	0.0	1	11	4	1	-2	0.7	1	0
CCCOc1cc(CN2CCCCC2)cc(C(C)=O)c1	-0.1	-1	-3	-2	-3	-4	1.3	5	-2
Cc1ccc(NC(=O)Cc2ccc(Cl)cc2)nc1	0.2	1	-3	-10	-3	-5	1.9	-5	-2
COc1ccc(C(=O)NC(=S)Nc2ccc3c(c2)Cc2ccccc2-3)cc1	-0.1	2	-10	-11	-5	-2	1.6	12	-1
Cc1cccc(Cn2c(C)c(C)c3cc(C(=O)NCCN4CCOCC4)ccc32)c1	-0.1	0	-5	-7	-3	2	3.8	10	0
Cc1ccc(-c2ccc(=O)n(CC(=O)NCCN(C)C)n2)cc1	-0.1	-1	1	5	1	-4	-0.6	-4	-1
CCO[C@H]1OC(C(=O)N2CCCCCCC2)=C[C@@H](C2CCCCC2)[C@@H]1CCCO	0.4	-3	13	9	4	-4	2.0	7	5
CCc1ccc(/C(C)=N\Nc2ccc([N+](=O)[O-])cc2)cc1	-0.4	81*	0	-6	20	-2	2.7	20	0
FC(F)(F)c1nc(Oc2ccccc2)c2ccccc2n1	-0.1	2	-6	-2	-26	-2	-0.6	7	-3
CC(=O)NCc1ccc(S(=O)(=O)N2CCN(c3ccccn3)CC2)cc1	-0.1	-4	-11	-10	2	7	1.9	-8	2
O=C(COC(=O)C1CC2CCCC(C1)C2=O)NC(=O)c1ccc(OC(F)F)cc1 (stereo not drawn)	0.7	2	-4	-9	9	-9	2.2	5	-5
Cc1occc1C(=O)NCCCCc1ccccc1	0.0	-1	-1	4	9	-6	1.5	4	0
Cc1onc(-c2ccccc2Cl)c1C(=O)Nc1nnc(C(C)C)s1	0.1	2	-1	1	12	-2	3.7	1	-2
COc1ccccc1-n1c(CNc2c(C)cccc2C)nnc1SCC(=O)N1CCOCC1	0.2	-2	-2	-2	-6	-1	1.4	28	0
Cc1ccc(OCCSc2ncnc3nc[nH]c23)cc1	0.0	-4	-2	-2	-6	1	-0.2	16	0
COc1ccc(C)cc1S(=O)(=O)N1CCC(C(=O)N2CCOCC2)CC1	-0.2	-2	2	-7	-6	5	-2.9	-7	-1
COc1ccc2oc(-c3ccccc3)c(C(=O)N3CCOCC3)c2c1	-0.2	-3	-4	-3	6	-1	1.1	6	1
CC1=CS/C(=C(/C#N)C(=O)N2CCOCC2)N1c1ccccc1	0.1	-4	-1	-8	-1	-2	1.8	5	2
Cc1ccc2c(c1)C(O)(CC(=O)c1ccc3c(c1)OCO3)C(=O)N2 (stereo not drawn)	0.0	-2	2	4	-8	-7	3.7	4	-2
CCOC(=O)Cc1csc(NC(=O)CSC2=NCCS2)n1	0.3	0	-1	11	4	-5	-1.6	-2	-1
O=C(CSC1=NS(=O)(=O)c2cc(Cl)ccc2N1)Nc1ccccc1C(F)(F)F	0.1	-1	5	8	7	-4	-0.8	7	3
Cc1ccc(CN(C(=O)COc2cccc(C)c2C)C2CCS(=O)(=O)C2)o1 (stereo not drawn)	-0.4	-2	5	9	4	0	3.4	11	2
O=C(CN(CC1CCCO1)C(=O)CCC(=O)Nc1nccs1)NCC1CCCO1 (stereo not drawn)	0.1	5	2	-2	11	0	0.7	15	0
